Screening results as filed in PubChem.
Pol kappa inh: DNA polymerase kappa (human) inhibition; Q9UBT6; purified Pol kappa, fluorescent DNA synthesis assay, 10 min; Potency, µM (series often up to 107 µM), for the others: at the highest dose activity, negative = inhibition, usual class: inhibitors; 0.53% of 400,000 active; also: % is scaled to controls: 0 for no effect and ±100 for the full control effect
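10 nM Pol kappa was preincubated with compounds for 15 min at room temperature. Reaction started with 50 nM (final) substrate. Fluorescence read kinetically at 0 and 10 min.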
G9a inh: G9a (human) methyltransferase inhibition; Q96KQ7; G9a H3K9 monomethylation, AlphaScreen, 2 h; Potency, µM (series often up to 102 µM), for inactives: at the highest dose activity, negative = inhibition, actives largely listed as inhibitors; 8.8% of 350,000 active; also: % is scaled to controls: 0 for no effect and ±100 for the full control effect; nearly all actives have a fitted effect of over 75% in size
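Quantitative HTS format: methyltransferase activity on a biotin-tagged H3K9 peptide is measured by AlphaScreen, using a rabbit anti-monomethyl-H3K9 antibody with streptavidin donor and anti-IgG acceptor beads. Final levels are 20 nM enzyme, 500 nM peptide, 20 uM SAM; 2 h RT.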
Pol beta inh: DNA polymerase beta (human) inhibition | P06746 | Pol beta primer extension/strand displacement, fluorescence kinetic | Potency, µM (titrated, usually from 114 µM), for the others: top-dose activity change, negative = inhibition, hits mostly inhibitors | 1.3% of 340,000 active; also: % is scaled to controls: 0 for no effect and ±100 for the full control effect
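Kinetic readout of DNA synthesis with strand displacement by Pol beta. Compound and 10 nM enzyme sit 15 min at room temperature; 50 nM substrate starts the reaction, read immediately and at 10 min.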
POLH inh: DNA polymerase eta (human) inhibition; Q9Y253; Potency, µM (doses to about 114 µM), for the others: at the top dose activity change, negative = inhibition, usual class: inhibitors; 1.2% of 390,000 active; recombinant Pol eta, fluorescent DNA replication assay; also: % is scaled to controls: 0 for no effect and ±100 for the full control effect
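Pol eta at 10 nM preincubated with compounds 15 min at room temperature; reaction started with fluorescent substrate (50 nM final) and read kinetically at 0 and 10 min.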
JMJD2A Tudor: JMJD2A Tudor domain (human) inhibition. Potency, µM (highest dose often 114 µM), for the others: at the highest dose activity change, negative = inhibition, usual class: inhibitors. AlphaScreen JMJD2A-Tudor / H3K4me3 peptide binding. AID 504339. 4.4% of 390,000 active; also: % is scaled to controls: 0 for no effect and ±100 for the full control effect; nearly all actives have a fitted effect of over 50% in size
APE1 inh: inhibitors of human APE1 endonuclease | recombinant APE1, TAMRA/BHQ-2 abasic DNA cleavage fluorescence | Potency, µM (highest dose often 65.8 µM), without a hit: top-dose activity change, negative = inhibition, usual class: inhibitors | 0.35% of 350,000 active;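 also: plate controls were vehicle for no effect and reference inhibitor for full effect; nearly all actives have a fitted effect of over 55% in size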
Target sequence (P27695 whole entry, looked up): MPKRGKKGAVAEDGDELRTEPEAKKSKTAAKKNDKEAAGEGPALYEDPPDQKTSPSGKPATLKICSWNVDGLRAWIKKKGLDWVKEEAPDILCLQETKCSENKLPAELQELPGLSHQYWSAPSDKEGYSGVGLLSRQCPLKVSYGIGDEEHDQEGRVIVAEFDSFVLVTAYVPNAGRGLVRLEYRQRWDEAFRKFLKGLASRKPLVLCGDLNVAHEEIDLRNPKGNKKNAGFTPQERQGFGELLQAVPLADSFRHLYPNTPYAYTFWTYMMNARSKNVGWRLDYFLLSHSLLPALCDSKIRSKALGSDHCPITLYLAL
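Kinetic fluorescence read (525 ex/598 em nm, three reads 60 s apart) of AP-site incision; signal = third minus first read. Enzyme 0.75 nM, dual-labelled THF duplex 50 nM, compound preincubation 15 min RT.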
BLM helicase inh: inhibitors of human Bloom syndrome helicase BLM; P54132; recombinant BLM DNA unwinding, fluorescence dequenching; Potency, µM (top dose mostly 56.1 µM), for the others: at the top dose activity change, negative = inhibition, usual class: inhibitors; 0.2% of 350,000 active; AID 2528;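 also: plate controls were vehicle for no effect and no enzyme for full effect; nearly all actives have a fitted effect of over 35% in size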
POLI inh: blocks human DNA polymerase iota activity; Q9UNA4; 1% of 390,000 active; Potency, µM (titrated, usually from 115 µM), for inactives: at the top dose activity, negative = inhibition, hits mostly inhibitors; AID 588590; Pol iota fluorescent replication assay, 10 min
Target sequence (Q9UNA4 whole entry, looked up): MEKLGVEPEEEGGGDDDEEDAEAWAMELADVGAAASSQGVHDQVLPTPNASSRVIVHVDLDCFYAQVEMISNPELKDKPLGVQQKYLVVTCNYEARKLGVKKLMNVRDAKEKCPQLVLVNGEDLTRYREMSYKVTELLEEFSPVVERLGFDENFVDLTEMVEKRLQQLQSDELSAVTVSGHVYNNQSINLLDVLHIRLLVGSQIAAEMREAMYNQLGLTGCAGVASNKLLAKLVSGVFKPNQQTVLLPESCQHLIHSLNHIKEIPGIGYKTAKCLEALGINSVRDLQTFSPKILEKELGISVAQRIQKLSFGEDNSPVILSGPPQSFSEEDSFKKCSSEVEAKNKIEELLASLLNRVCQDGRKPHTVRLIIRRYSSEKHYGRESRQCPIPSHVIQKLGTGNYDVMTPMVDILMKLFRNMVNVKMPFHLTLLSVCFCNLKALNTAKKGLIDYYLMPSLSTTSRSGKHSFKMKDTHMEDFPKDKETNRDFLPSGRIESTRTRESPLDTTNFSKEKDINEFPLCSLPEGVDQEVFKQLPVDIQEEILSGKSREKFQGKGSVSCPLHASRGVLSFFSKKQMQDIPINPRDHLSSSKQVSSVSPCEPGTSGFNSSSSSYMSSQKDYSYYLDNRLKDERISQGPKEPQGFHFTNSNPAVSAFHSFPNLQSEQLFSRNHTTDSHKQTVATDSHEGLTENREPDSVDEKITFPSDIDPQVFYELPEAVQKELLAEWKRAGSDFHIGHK
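Fluorescent replication assay read twice, at 0 min and 10 min after adding 50 nM (final) substrate. Enzyme (10 nM) and compounds were first incubated 15 min at room temperature; enzyme-free buffer wells were negative controls.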
BAZ2B inh: blocks human BAZ2B; 4.4% of 360,000 active; Q9UIF8; AlphaScreen BAZ2B-H3K14Ac peptide displacement; Potency, µM (highest dose often 114 µM), for inactives: at the top dose activity change, negative = inhibition, usual class: inhibitors; AID 504333; also: % is scaled to controls: 0 for no effect and ±100 for the full control effect; nearly all actives have a fitted effect of over 60% in size
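Compounds, titrated to a top concentration of 110 uM, were incubated 30 min at room temperature with preformed BAZ2B/acetyl-K14 H3 peptide complex (50 nM each). Proximity signal was measured by AlphaScreen after 20 min with beads.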
Active calls of the source: *; ? = inconclusive; . = not tested or not shown; & = joins results of further samples; [ ] = remark or other dose. Calls follow the shape of the dose curve; as a rule, active = well fitted curve in the direction sought with a large enough effect; inconclusive = small, poorly fitted or top-dose-only effect, or another doubt; inactive = no such curve, though single readings can be large; an effect the other way counts as inactive or inconclusive. Potency is read from the fitted curve at half-maximal effect. An excerpt; the hit share may differ from the screen's.

Pol kappa inh,G9a inh,Pol beta inh,POLH inh,JMJD2A Tudor,APE1 inh,BLM helicase inh,POLI inh,BAZ2B inh,SMILES
-14.6%,-15.3%,1.1%,-6.0%,-12.4%,-4.7%,-0.7%,162.7%[activator],-19.1%,CC1CN(Cc2cn(C)nc2-c2ccc(Oc3ccccc3)cc2)CCN1C (stereo unspecified)
-16.7%,.,.,-18.5%,-0.7%,20.0%,.,7.6%,.,CCc1nc2ccccc2c(C(=O)OCC(=O)NC2CC2)c1C
-4.4%,.,.,-14.4%,-28.3%,.,.,3.1%,.,Nc1cc(Cl)cc2c1-c1ccc(Cl)cc1C2
4.7%,9.2%,-0.2%,-19.3%,1.1%,3.7%,-4.3%,22.4%,-3.1%,OCC1(CCOc2ccccc2)CCN(Cc2ccc3c(c2)OCCO3)CC1
1.0%,-4.7%[59 µM],-0.1%,-16.8%,18.2%,.,-5.8%,15.7%,3.4%,CCCCN(C)CCCNC(=O)Cn1nc(CC)n2c(cc3sc(C)cc32)c1=O
-2.1%,39.8µM*,0.4%,-20.7%,-8.2%[11.4 µM],0.9%,-2.3%,14.1%,35.5µM*,CN(C)c1ccc(N=C/C=C2\N(C)c3ccccc3C2(C)C)cc1
-0.9%,?,-11.3%,-15.1%,-10.5%,-3.7%,0.6%,2.8%,0.1%,Cc1nc(SCC(=O)NCc2ccco2)nc(C)c1C
-4.3%,56.2µM*,-17.6%,6.4%,-3.5%,0.4%,1.1%,104.2%[activator],-5.4%,CC1(C)CC2(C)OC(=N)C1(C#N)C2(C#N)C#N (stereo unspecified)
0.0%,.,.,-14.2%,-13.0%,22.5%,.,15.5%,.,Cn1c(SCC(=O)NCc2ccco2)nnc1C1CC1
-6.8%,10µM*,-16.9%,?,?,11.0%,-3.8%,-14.9%,-34.3%,C(=C\c1ccccc1)/CSc1nnc(-c2cnccn2)n1Cc1ccco1
-4.0%,11.2µM*,24.2%,-5.0%,-6.7%,-4.5%,-3.2%,81.1%[activator],-3.7%,CCCC(=O)Nc1sc(C(=O)OC)c(C)c1C(N)=O
3.7%,.,.,-6.6%,?,.,.,0.4%,.,O=C(Nc1ccc(-c2ccccc2)cc1)c1ccc2c(c1)S(=O)(=O)c1ccccc1C2=O
-3.3%,.,.,-16.1%,-7.5%,.,.,11.2%,.,COC(=O)c1ccc(CNC(=O)Cn2cc(C)c(=O)[nH]c2=O)cc1
-19.0%,.,.,-17.2%,-18.0%,.,.,?,.,Cc1ccc(NC(=O)C(C)OC(=O)COc2cccc(C(F)(F)F)c2)cc1S(=O)(=O)N1CCOCC1 (stereo unspecified)
.,39.8µM*,21.5%,.,.,?,-3.0%&-1.1%,.,?,COC(=O)[C@@]1(Cc2ccc(F)cc2)[C@H]2c3cc(C(=O)N4CCCC4)n(CCc4c[nH]c5ccc(OC)cc45)c3C[C@H]2CN1C(=O)c1ccccc1
0.6%,.,44.6%,?,-16.3%,22.3%,-9.3%,?,-7.9%,Cc1cccc(N2C(S)=C(C#N)C(=O)NC2c2ccco2)c1 (stereo unspecified)
-9.5%,-5.5%[59 µM],1.0%,-5.3%,6.5%,.,-4.9%,0.7%,15.7%,Cc1ccccc1-c1nnc(CN2CCN(c3cccc(C)c3C)CC2)o1
-1.8%,9.1%,6.9%,-18.1%,-12.3%,3.2%,3.5%,127.2%[activator],-10.8%,CC1CCC(N(CCCN)Cc2ccco2)CC1C (stereo unspecified)
-21.3%,25.1µM*,3.0%,-15.1%,-28.4%,14.4%,-4.8%,27.1%,79.4µM*,CC(C)c1nnc(N2C(=O)C(O)=C(C(=O)c3cccs3)C2c2ccccc2)s1 (stereo unspecified)
11.0%,3.6%,19.3%,-6.3%,-15.6%,8.3%,-6.1%,13.1%,-12.4%,COc1ccc(CN2CCN(CC3CC3)CC2CCO)cc1C (stereo unspecified)
-12.7%,.,.,2.6%,-3.4%,.,.,110.6%[activator],.,COc1ccccc1NC(=O)c1ccc(NC(=O)C2CC2)cc1
0.6%,1.6%[59 µM],2.4%,-5.1%,-11.0%,36.0%[activator],4.9%,6.6%,4.7%,Fc1cccc(Cl)c1Cn1nnc2c(NCc3ccccn3)ncnc21
5.3%,-4.5%[12.7 µM],11.4%,-5.6%,3.6%,-0.6%,1.5%,6.8%,10.2%,CC(C)C(NC(=O)C(c1ccccc1)c1ccccc1)c1nc2ccccc2[nH]1 (stereo unspecified)
4.0%,?,0.2%,-24.3%,-32.1%,.,-10.3%,6.7%,?,Oc1ccccc1-c1nc2cnccn2c1Nc1ccc(Cl)cc1
0.0%,.,37.4%,5.6%,-11.5%,-3.3%,0.7%,-0.2%,1.6%,Cc1nc2c3cnn(-c4ccc(C)c(C)c4)c3ncn2n1
-5.8%,.,19.1%,-6.1%,-9.6%,-1.4%,-2.0%,-9.5%,-27.6%,O=c1[nH]c(=S)n(C2CCCCC2)c(O)c1C=NCCN1CCOCC1
?,.,20µM*,25.1µM*,?,-5.5%,-12.2%,8.91µM*,50.1µM*,CNC(=O)COC(=O)c1c2c(nc3ccccc13)CCC2
.,13.4%,6.6%,.,.,4.3%,0.6%,.,-0.1%,N=C(N)N1CCN(Cc2ccccc2)CC1
-10.5%,8.4%,.,-13.5%,-3.7%,17.2%,.,38.6%[activator],-10.8%,Cc1cccc(NS(=O)(=O)c2ccc(C)c(C(=O)NCc3ccccn3)c2)c1
-8.1%,41.6%,3.8%,?,14.4%[11.4 µM],-4.5%,-6.0%,-16.3%,1.2%,O=C1CC(C(F)(F)C(F)(F)C(F)(F)C(F)(F)F)=Nc2ccccc2N1

4 consecutive entries already listed:
Pol kappa inh,G9a inh,Pol beta inh,POLH inh,JMJD2A Tudor,APE1 inh,BLM helicase inh,POLI inh,BAZ2B inh,SMILES
.,39.8µM*,21.5%,.,.,?,-3.0%&-1.1%,.,?,COC(=O)[C@@]1(Cc2ccc(F)cc2)[C@H]2c3cc(C(=O)N4CCCC4)n(CCc4c[nH]c5ccc(OC)cc45)c3C[C@H]2CN1C(=O)c1ccccc1
0.6%,.,44.6%,?,-16.3%,22.3%,-9.3%,?,-7.9%,Cc1cccc(N2C(S)=C(C#N)C(=O)NC2c2ccco2)c1 (stereo unspecified)
-9.5%,-5.5%[59 µM],1.0%,-5.3%,6.5%,.,-4.9%,0.7%,15.7%,Cc1ccccc1-c1nnc(CN2CCN(c3cccc(C)c3C)CC2)o1
-1.8%,9.1%,6.9%,-18.1%,-12.3%,3.2%,3.5%,127.2%[activator],-10.8%,CC1CCC(N(CCCN)Cc2ccco2)CC1C (stereo unspecified)

(listing goes on)
Pol kappa inh,G9a inh,Pol beta inh,POLH inh,JMJD2A Tudor,APE1 inh,BLM helicase inh,POLI inh,BAZ2B inh,SMILES
-5.5%,39.8µM*,32.3%,-14.2%,?,-6.3%,-1.6%,33.0%[activator],-35.2%,Cc1ccc(C(=O)CSC2=NC(N)=C(C#N)C3(CCCCC3)C2C(N)=O)cc1 (stereo unspecified)
?,19.4%[59 µM],-11.7%,-9.1%,?,-0.6%,-7.5%,?,-7.0%,C/C(=N\NC(=O)CN(c1ccccc1Br)S(C)(=O)=O)c1ccc2c(c1)OCCO2
-12.2%,?,2.8%,-3.3%,?,1.2%,2.6%,22.5%,-6.0%,CC(CN1CCN(C)CC1)OC(=O)c1ccc(Cl)cc1 (stereo unspecified)
-8.2%,3.3%,21.0%,2.6%,107.5%[activator],16.1%,-4.6%,-20.8%,16.5%,Cc1oncc1-c1csc(-c2ccccc2Cl)n1
-10.8%,.,.,-0.9%,-16.4%,.,.,76.9%[activator],.,CCOC(=O)C1CN(Cc2ccccc2)C(=O)C1=O (stereo unspecified)
-13.8%,-18.2%,27.4%,-7.8%,-6.7%,11.0%,-2.1%,2.9%,-3.7%,O=C(/C=C/c1ccc(Cl)cc1)N(Cc1ccccc1)C1CCS(=O)(=O)C1 (stereo unspecified)
4.3%,1.0%[12.7 µM],4.6%,-7.4%,-27.4%,-2.3%,0.4%,15.7%,?,Cc1[nH]cnc1C(=O)N/N=C/c1c(Cl)cccc1Cl
-6.4%,4.47µM*,8.1%,-6.3%,?,-2.2%,-8.0%,12.1%,-35.0%,COCC[N+]1(C)CCCCC1
9.3%,.,.,-11.4%,10.3%,.,.,39.9%[activator],.,COC(=O)c1ccc2c(c1C(=O)OC)CN(S(=O)(=O)C(C)(C)C)[C@H]2CCO
2.3%,-15.2%,40.8%,-8.5%,-7.7%,-1.7%,-3.2%,?,-13.3%,Cc1ccc(S(=O)(=O)Nc2cc(C)cn(Cc3ccc(F)cc3)c2=O)cc1
-18.7%,.,.,-4.2%,-11.3%,6.1%,.,12.4%,.,O=C1CCC/C=C\C[C@@H](CC(=O)N(CCO)Cc2ccccc2)C(=O)NCCO1
1.8%,3.55µM*,4.2%,-1.4%,-11.3%,.,-8.4%,14.0%,-4.8%,CCN(CC)C(=O)c1sc(NC(=O)C(C)Sc2nc(-c3ccccc3)cc(C(F)(F)F)n2)c(C(=O)OC)c1C (stereo unspecified)
-1.8%,?,1.3%[57.1 µM],-12.2%,-7.4%,-2.4%,4.5%,53.2%[activator],3.3%,O=C(NCCCN1CCOCC1)c1ccccc1NS(=O)(=O)c1cc([N+](=O)[O-])ccc1Cl
-8.6%[60.1 µM],-38.1%[59 µM],-2.5%,11.7%,-20.8%,.,-5.8%,3.9%,-22.1%,COc1cc2ccccc2cc1C(=O)N1CCN(c2nc3c(F)cccc3s2)CC1
-1.2%,-26.5%[59 µM],-5.3%,.,-2.8%,.,-1.4%,47.5%[activator],-7.3%,CCc1cccc(NC(=O)c2cc(-c3ccccc3)n[nH]2)c1
-7.7%,85.2%[activator],?,-10.4%,68.1%[activator],-1.0%,-13.1%,-14.2%,39.7%[activator],Cc1ccccc1CN(C)C(C)C(=O)Nc1ccccc1F (stereo unspecified)
14.5%,10.6%[0.501 µM],.,-16.9%,-23.2%,4.8%,.,17.6%,56.2µM*,CC(C)(C)OC(=O)N1CCC(NC(=O)c2[nH]cnc2C(=O)Nc2ccon2)CC1

Given with values under each structure: two of the compounds above
Each structure is followed by: Pol kappa inh, G9a inh, Pol beta inh, POLH inh, JMJD2A Tudor, APE1 inh, BLM helicase inh, POLI inh, BAZ2B inh
Cc1[nH]cnc1C(=O)N/N=C/c1c(Cl)cccc1Cl
    4.3%, 1.0%[12.7 µM], 4.6%, -7.4%, -27.4%, -2.3%, 0.4%, 15.7%, ?
COCC[N+]1(C)CCCCC1
    -6.4%, 4.47µM*, 8.1%, -6.3%, ?, -2.2%, -8.0%, 12.1%, -35.0%
